High-throughput results from PubChem.
SNCA viab count = counter-screen for SNCA expression inhibitors: cell viability; HEK-293-SNCA-luc viability, GF-AFC fluorescence, 24 h; Potency, µM (series often up to 57.1 µM), for inactives: top-dose activity change, negative = cytotoxicity, usual class: cytotoxic; 150,000 tested, 0.12% active;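 further: potency means the concentration at half of the fitted maximal effect; 0% = DMSO-treated cells and -100% = medium-only wells without cells; nearly all actives have a fitted effect of over 30% in size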
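Cytotoxicity counterscreen: after 24 h compound treatment of genome-edited SNCA-luciferase HEK-293 cells, live-cell protease substrate GF-AFC read by fluorescence after 30 min; activity scaled between DMSO (0%) and medium-only (-100%), curves Hill-fitted.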
Luciferase inh = Photinus pyralis luciferase inhibition. 76,000 tested, 2.5% active. P08659. purified P. pyralis luciferase, luminescence, biochemical. AID 1347043. Potency, µM (highest dose often 115 µM), for the others: at the top dose activity change, negative = inhibition, usual class: inhibitors; further: potency means the concentration at half of the fitted maximal effect; nearly all actives have a fitted effect of over 65% in size
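Purified 10nM P. pyralis luciferase with 10uM D-luciferin and 10uM ATP in 50mM Tris acetate pH 7.5, 10mM Mg acetate, 0.01% Tween-20, 0.05% BSA. qHTS titration; luminescence read by CCD imager.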
SNCA expr inhib = SNCA gene expression inhibition. HEK-293 SNCA-luciferase knock-in, luminescence, 24 h. AID 1671194. Potency, µM (highest dose often 57.2 µM), inactives show at the top dose activity change, negative = inhibition, usual class: inhibitors. 140,000 tested, 0.17% active;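 further: potency means the concentration at half of the fitted maximal effect; plate controls were DMSO cells for no effect and cell-free wells for full effect; nearly all actives have a fitted effect of over 45% in size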
HEK293 tox = kills HEK 293 cells; HEK 293 viability, ATP luminescence (CellTiter-Glo), 48-72 h; Potency, µM (series often up to 115 µM), inactives show top-dose activity change, negative = cytotoxicity, hits mostly inhibitors; 94,000 tested, 6.6% active; AID 1345083; further: potency means the concentration at half of the fitted maximal effect; nearly all actives have a fitted effect of over 60% in size
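ATP-coupled CellTiter-Glo luminescence served as viability read-out, recorded 10 min after reagent addition at room temperature. HEK 293 cells, 250 cells/well, had been incubated with pintool-transferred compound for 48 or 72 hr at 37 degree Celsius.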
3T3 cytotox = kills NIH 3T3 cells | AID 1345082 | 94,000 tested, 4.3% active | NIH 3T3 viability, CellTiter-Glo ATP luminescence, 48-72 h | Potency, µM (highest dose often 96.7 µM), for the others: top-dose activity change, negative = cytotoxicity, hits mostly inhibitors; further: potency means the concentration at half of the fitted maximal effect; nearly all actives have a fitted effect of over 55% in size
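Cytotoxicity was measured by CellTiter-Glo ATP luminescence after 48 or 72 h compound exposure at 37 °C. Mouse NIH 3T3 fibroblasts were seeded at 400 cells/well and dosed by 23 nL pin transfer.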
GPT2 inhibitor = GPT2 alanine aminotransferase inhibition | Q8TD30 | Recombinant GPT2, coupled pyruvate oxidase/HRP Amplex Red fluorescence | Potency, µM (top dose mostly 57.7 µM), inactives show at the highest dose activity change, negative = inhibition, hits mostly inhibitors | 100,000 tested, 0.25% active | AID 1671188; further: potency means the concentration at half of the fitted maximal effect; nearly all actives have a fitted effect of over 60% in size; many of its hits are not listed in these tables
Target sequence (Q8TD30 whole entry, looked up): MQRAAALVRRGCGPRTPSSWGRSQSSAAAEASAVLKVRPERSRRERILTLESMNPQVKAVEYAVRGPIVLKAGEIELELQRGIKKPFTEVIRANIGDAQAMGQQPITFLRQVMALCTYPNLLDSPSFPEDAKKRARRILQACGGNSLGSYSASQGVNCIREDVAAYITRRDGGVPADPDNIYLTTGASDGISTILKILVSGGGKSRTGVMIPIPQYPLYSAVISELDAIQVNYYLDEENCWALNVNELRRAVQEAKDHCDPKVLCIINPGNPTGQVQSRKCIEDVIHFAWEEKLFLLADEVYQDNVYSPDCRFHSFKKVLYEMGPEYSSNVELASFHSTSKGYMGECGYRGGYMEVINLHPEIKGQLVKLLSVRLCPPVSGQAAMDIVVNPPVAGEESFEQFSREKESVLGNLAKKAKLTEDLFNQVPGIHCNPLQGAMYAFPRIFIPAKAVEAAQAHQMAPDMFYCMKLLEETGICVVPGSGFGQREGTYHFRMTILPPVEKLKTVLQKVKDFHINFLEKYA
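Fluorescence read-out: pyruvate from GPT2 turnover coupled to pyruvate oxidase, HRP and Amplex Red (0.2mM ThPP, 0.2U/mL PO and HRP, 50uM Amplex final). Substrates 250uM a-KG, 2mM L-alanine; enzyme 10ng/uL; 30 min RT.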
IP6K1 inhibitor = IP6K1 kinase inhibition. 140,000 tested, 0.81% active. activity change, % (series mostly up to about 58 µM). Q92551. IP6K1 kinase, ADP-Glo luminescence, 2 h; hits give low values; in the data active means activity change below about -25%
Target sequence (Q92551 whole entry, looked up): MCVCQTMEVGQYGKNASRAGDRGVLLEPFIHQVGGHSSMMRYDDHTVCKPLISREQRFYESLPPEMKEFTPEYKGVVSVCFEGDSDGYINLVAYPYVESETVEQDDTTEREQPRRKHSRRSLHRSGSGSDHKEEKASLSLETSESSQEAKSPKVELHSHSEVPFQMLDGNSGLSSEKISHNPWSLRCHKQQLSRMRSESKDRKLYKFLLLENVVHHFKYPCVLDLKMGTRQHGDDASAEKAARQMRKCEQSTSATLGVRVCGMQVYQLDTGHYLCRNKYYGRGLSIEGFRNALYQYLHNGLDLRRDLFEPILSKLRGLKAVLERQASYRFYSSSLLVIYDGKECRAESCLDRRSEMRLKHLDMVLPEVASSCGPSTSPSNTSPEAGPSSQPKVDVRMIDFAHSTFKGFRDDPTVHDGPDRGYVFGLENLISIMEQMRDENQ
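ADP-Glo luminescence measures ADP made by human IP6K1 during a 2 h RT reaction with ATP/IP6 (mix at 1.3 mM/130 uM); top library doses 57.5 and 19.1 uM final.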
* = called active by the depositor; i = inactive; ? = inconclusive; · = no result given; [ ] = another dose, or the depositor's remark. Unless noted, the call rests on the fitted dose curve; in most records, active means well fitted curve in the direction sought with a large enough effect; inconclusive means small, poorly fitted or top-dose-only effect, or another doubt; inactive means no such curve, though single readings can be large; an effect the other way counts as inactive or inconclusive. Unless noted, on the % scale 0 is the no-effect control and ±100 the full control effect.

SMILES	SNCA viab count	Luciferase inh	SNCA expr inhib	HEK293 tox	3T3 cytotox	GPT2 inhibitor	IP6K1 inhibitor
Cn1nccc1C(=O)N1CC(CNC(=O)c2ccccc2)C2(C1)CN(c1ccccc1)C2 (stereo not given)	-3%[87.6 µM]	-1%[172 µM]	6%[87.6 µM]	i	?	i	3
Cc1ccc(NC(=O)CC2CCCN(c3cn[nH]c(=O)c3)C2)cc1F (stereo not given)	-7%	-12%	45%[activator]	-5%	-14%	i	6
COC(C(=O)N1CC(=O)N(Cc2cccnc2)CC(OCc2ccccc2)C1)c1ccccc1 (stereo not given)	-4%	8%	-9%	-4%	i	i	-3
CC1Oc2ccc(NC(=O)c3ccc(F)cc3)cc2CN(Cc2ccccc2Cl)C1=O (stereo not given)	15%	-13%	-5%	?	?	?	1
COC(C)(C)CCn1nc(Nc2c(C)cccc2C)c2cnc(Nc3ccc(OCCN4CCCC4)c(F)c3)nc21	?	·	·	·	·	i	-6
COc1ccc(CC(=O)N2CC[C@@H](CC(=O)O)[C@@H](CCN3CCN(c4ccccn4)CC3)C2)cc1	-2%	-1%	23%	-7%	1%	-2%	-13
CCCCCn1c(CCNC(=O)c2cccc(C)c2)nc2ccccc21	?	·	?	·	·	·	-8
CC1=C[C@@H](CNC(=O)C2CC2)[C@H](C(C)C)C[C@H]1Cc1nc2ccncc2[nH]1	-18%[87.6 µM]	-2%[172 µM]	29%[87.6 µM]	?	?	i	17
COC1CCN(C(=O)c2cccc(S(=O)(=O)N3CCC(C#N)CC3)c2)C1 (stereo not given)	-14%	2%	9%	4%	2%	i	1
O=C(c1ccc2ncccc2c1)N1CCc2c(nc3cc[nH]n3c2=O)C1	0%	-21%	78%[activator]	0%	-14%	i	31
CCCCN(CCCNC(=O)c1cc(Nc2ccc(OC)cc2OC)nc2ccccc12)Cc1ccccc1	?	·	?	·	·	·	3
Nc1nc(N)c(S(=O)(=O)c2ccccc2)c(Nc2ccc(F)cc2)n1	-10%	·	6%	·	·	·	-3
CC(=O)N1C[C@@H]2CCCN3CCC[C@@H]([C@H]23)[C@H]1CCCC(=O)NCCCN1CCCC1=O	-2%	-6%	-6%	-4%	i	i	4
CC(C)C(NS(=O)(=O)c1ccc2c(c1)oc(=O)n2C)C(=O)N1CCN(c2cccc(Cl)c2)CC1 (stereo not given)	3%	·	2%	·	·	·	7
CCCN(C)c1nccnc1OC1CCN(C(=O)c2ccc(OC)nc2OC)C1 (stereo not given)	-15%	22µM*	181%[activator]	?	-8%	1%	34
Cc1ccccc1NS(=O)(=O)c1nnc(NC(=O)c2ccc(Cl)cc2)s1	1%	·	49%[activator]	·	·	·	1
CC(C)N1CCC(F)(c2nc(-c3ccccc3)no2)CC1	-1%	0%	132%[activator]	?	-22%	i	-14
Cc1ccc(CCNC(=O)c2ccc(CS(=O)(=O)Cc3ccccc3F)o2)cc1	?	·	-9%	·	·	·	-1
COc1cc(C(C)=O)ccc1O[C@@H]1O[C@H](CO[C@@H]2OC[C@@H](O)[C@H](O)[C@H]2O)[C@@H](O)[C@H](O)[C@H]1O	-15%[23.9 µM]	·	·	·	·	i	0
Cc1ccc(Nc2nc3ccccc3c3nnc(C)n23)cc1Cl	-5%	·	18%	·	·	·	-7
O=C1NC(=NC2CCCCC2)C2(CCCN(Cc3ccccc3)C2)N1c1cc(F)cc(F)c1 (stereo not given)	?	·	?	?	35µM*	i	-21
C=C(C(=O)O)C1CCC(C)C2CCC(=O)OC2(C)C1 (stereo not given)	-13%	·	·	·	·	i	4
COc1ccc(-c2nc(CN3CCC(C(=O)NCc4ccc(C)cc4)CC3)c(C)o2)cc1OC	-26%	·	25%	·	·	·	18
Cc1ccc(C(=O)COc2cccn3c(=O)c(-c4cc(C)n(-c5ccccc5)n4)c(C)nc23)cc1	-26%	?	5%	?	?	-9%	5
CC1=C(C(=O)Nc2ccccc2C)C(c2ccc[nH]2)n2ncnc2N1 (stereo not given)	9%	·	17%	·	·	·	0
COc1ccc2[nH]c3c(c2c1)CCN(C)C31CCN(C(=O)C2CCCC2)CC1	-13%[12.5 µM]	4%	0%	?	-19%	i	-4
COc1ccc(-n2c(=O)c(C(=O)N3CCN(Cc4ccccc4)CC3)nc3cccnc32)cc1	7%	·	0%	0%	-12%	i	0
O=C(CC1CCCCC1)Nc1cccc(-c2nnc3n2CCCC3)c1	19%	-11%	20%	-2%	-5%	i	27
O=C1CN(C(=O)c2ccccc2)C(c2ccc(F)cc2)c2cc(Br)ccc2N1 (stereo not given)	-7%	·	?	·	·	·	-12
Cc1nn(CCO)cc1CN1CCC2(CC1)C(C(=O)O)CC(=O)N2C (stereo not given)	3%	0%	-4%	-4%	3%	i	18
CO[C@H]1C[C@@H]2CC[C@@H](C)[C@@](O)(O2)C(=O)C(=O)N2CCCC[C@@H]2C(=O)O[C@H]([C@H](C)C[C@@H]2CC[C@H](OP(C)(C)=O)[C@H](OC)C2)CC(=O)[C@H](C)C=C(C)[C@@H](O)[C@@H](OC)C(=O)[C@H](C)C[C@H](C)C=CC=CC=C1C	-20%	·	-8%	·	·	i	·
Fc1ccccc1N1CCN(c2ncnc3onc(-c4cccc(Cl)c4)c23)CC1	-1%	·	18%	·	·	·	-1
Cc1ccc(C)c(Cn2c(=O)n(CCC(=O)NCc3ccc4c(c3)OCO4)c(=O)c3sccc32)c1	7%	·	-9%	·	·	·	-3
COc1ccc(C(=O)c2cn(Cc3cccc(C)c3)c3cc4c(cc3c2=O)OCCO4)cc1OC	?	·	-26%	·	·	·	-12
CCn1ncc(N2CCCC(CC(=O)NCCC3=CCCCC3)C2)cc1=O (stereo not given)	-7%	-25%	113%[activator]	-18%	?	i	10
CN1C[C@@H](NS(=O)(=O)c2ccc(Cl)cc2)C[C@H]1c1nc(-c2ccncc2)no1	3%[87.6 µM]	9%[172 µM]	40%[activator][87.6 µM]	?	?	4%[88.5 µM]	22
C[S+](=O)([O-])c1ccc(-c2cc(C(=O)N3CCCCC3)nn3cccc23)cc1	-12%	·	1%	?	?	1%	-1
Cc1ccc2c(C)c(C(=O)N3CC[C@H](O)[C@@H](O)C3)oc2c1	-6%	7%	6%	-19%	-12%	i	1
COc1cc(NC(=O)c2cc3c(N4CCCC4)nc(C)cn3n2)cc(OC)c1OC	-21%	-4%	7%	45µM*	?	i	3
Cc1cnn(CCC(=O)N2CCC3(CC2)CN(c2ccncn2)CC3CO)c1 (stereo not given)	-2%	-2%	5%	?	-14%	0%	23

By substructure: those above containing a COOH group.
SMILES	SNCA viab count	Luciferase inh	SNCA expr inhib	HEK293 tox	3T3 cytotox	GPT2 inhibitor	IP6K1 inhibitor
COc1ccc(CC(=O)N2CC[C@@H](CC(=O)O)[C@@H](CCN3CCN(c4ccccn4)CC3)C2)cc1	-2%	-1%	23%	-7%	1%	-2%	-13
C=C(C(=O)O)C1CCC(C)C2CCC(=O)OC2(C)C1 (stereo not given)	-13%	·	·	·	·	i	4
Cc1nn(CCO)cc1CN1CCC2(CC1)C(C(=O)O)CC(=O)N2C (stereo not given)	3%	0%	-4%	-4%	3%	i	18

Following part
SMILES	SNCA viab count	Luciferase inh	SNCA expr inhib	HEK293 tox	3T3 cytotox	GPT2 inhibitor	IP6K1 inhibitor
Cc1ccc(Nc2ccnc(N3CCC(C(=O)N4CCOCC4)CC3)n2)cc1	4%[12.5 µM]	·	?	?	?	i	-11
CCC1=C(C(=O)OC)C(c2ccc(C)cc2C)N2C(CC(=O)NCC3CCCO3)=CSC2=N1 (stereo not given)	-2%	-10%	-3%	?	-27%	i	23
CCNC(=O)c1cc(NC(=O)C(C)C)cc2nc(C)ccc12	4%	-9%	-14%	-15%	4%	-1%	30
Cc1nn(-c2ccccc2)c2c1C(C1CC1)N(C1CCN(C(=O)C(C)C)C1)C2=O (stereo not given)	·	·	·	?	?	·	1
CC(C)Cc1ccc(CN2CCN3C(=O)CNC(=O)C3C2)cc1 (stereo not given)	0%	-7%	-12%	?	-24%	-12%	2
CN1CCN(C(=O)c2ccc(Nc3nccc(-c4cccs4)n3)cc2Cl)CC1	-17%	·	·	·	·	-3%	-14
CC(C)n1cc(CN2CCC(C3CCN(S(C)(=O)=O)CC3)C2)cn1 (stereo not given)	-2%[12.5 µM]	0%	24%	-14%	-19%	i	30
CC(C)C(=O)N1CCC2(CCC(=O)N(Cc3ccccc3)CC2)CC1	5%	1%	?	?	?	3%	-1
CCCc1cc(CN(C)c2nc(CCN)nc3sc(C)c(C)c23)[nH]n1	-9%	-6%	-11%	35µM*	?	1%	19
O=C(NCc1ccncc1)c1cn(C2CN(C(=O)C3CC3)C2)nn1	6%	8%	34%	i	i	0%	4
COc1ccc(CNc2ncnc3c2CN(C2CCC2)C(=O)CN3C)cc1	1%	1%	16%	-21%	-30%	i	-8
COC[C@@H]1CN(C(=O)Cn2cc(C)cn2)C[C@H]1c1ccccn1	4%	-4%	3%	-7%	-12%	-23%	35
Cc1nc(-c2cn(C3CCCN(C(=O)C(C)Oc4ccccc4)C3)nn2)no1 (stereo not given)	9%	-2%	-2%	1%	-6%	2%	0
COc1ccc(Cn2ccc3nc(C)c(C(=O)N4CCN(c5ccccc5)CC4)cc3c2=O)cc1	12%	·	41%[activator]	·	·	·	-6

Compound profiles (already shown). Order of values: SNCA viab count, Luciferase inh, SNCA expr inhib, HEK293 tox, 3T3 cytotox, GPT2 inhibitor, IP6K1 inhibitor
Results for COc1ccc(CNc2ncnc3c2CN(C2CCC2)C(=O)CN3C)cc1 = 1%, 1%, 16%, -21%, -30%, i, -8
Results for COC[C@@H]1CN(C(=O)Cn2cc(C)cn2)C[C@H]1c1ccccn1 = 4%, -4%, 3%, -7%, -12%, -23%, 35
Results for CC(=O)N1C[C@@H]2CCCN3CCC[C@@H]([C@H]23)[C@H]1CCCC(=O)NCCCN1CCCC1=O = -2%, -6%, -6%, -4%, i, i, 4
Results for CC(C)N1CCC(F)(c2nc(-c3ccccc3)no2)CC1 = -1%, 0%, 132%[activator], ?, -22%, i, -14
Results for COC(C(=O)N1CC(=O)N(Cc2cccnc2)CC(OCc2ccccc2)C1)c1ccccc1 (stereo not given) = -4%, 8%, -9%, -4%, i, i, -3

A few values from the entries so far.
In Luciferase inh, COC[C@@H]1CN(C(=O)Cn2cc(C)cn2)C[C@H]1c1ccccn1 is entered as -4%
In IP6K1 inhibitor, COc1ccc(CC(=O)N2CC[C@@H](CC(=O)O)[C@@H](CCN3CCN(c4ccccn4)CC3)C2)cc1 is entered as -13
In IP6K1 inhibitor, O=C1NC(=NC2CCCCC2)C2(CCCN(Cc3ccccc3)C2)N1c1cc(F)cc(F)c1 (stereo not given) is entered as -21
In IP6K1 inhibitor, COC(C(=O)N1CC(=O)N(Cc2cccnc2)CC(OCc2ccccc2)C1)c1ccccc1 (stereo not given) is entered as -3

The list is partial; count on the stated rates, not on these rows.
